hERG protect: compounds protecting human hERG from proarrhythmic drug block; CHO-hERG, FluxOR thallium flux, dofetilide IC70 present; 0.51% of 310,000 active; activation (rescue from dofetilide block), less the hit threshold, % at 10 µM; Q12809;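 active = activation above the mean of controls blocked by dofetilide plus 5 SD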;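 note: thallium influx through hERG after potassium depolarization seen as dye fluorescence rise; in these data hits start at about 4.7%; inactives centre near -7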
DYRK1A inh: blocks rat Dyrk1A kinase activity; Q63470; ADP-Glo luminescence, NFATc1 peptide; inhibition, % at 12.5 µM; 0.43% of 310,000 active; AID 504441; in the data active = inhibition above about 50%;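 note: plate controls were vehicle with enzyme for no effect and no enzyme for full effect; many of its hits are not listed in these tables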
KCNK9 block: blocks the human KCNK9 two-pore domain potassium channel | Q9NPC2 | B-score at 10 µM | AID 488922 | HEK293 KCNK9, FluxOR thallium flux fluorescence; stronger effect = lower value | 1.2% of 310,000 active;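 active = ratio B-score over 3 SD below the library mean, with starting fluorescence within 5 SD of its mean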;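 note: negative B-score means less thallium flux so channel inhibition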
KCNQ1 block: blocks the human KCNQ1 potassium channel | P51787 | CHO-K1 KCNQ1, FluxOR thallium flux fluorescence; stronger effect = higher value | B-score at 10 µM | 1.3% of 310,000 active | AID 2642;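 active = compounds whose thallium flux B-score, printed positive for inhibition, exceeds three library SD while starting fluorescence stays within three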;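 note: channel opened by potassium depolarization with thallium stimulus after 20 min compound exposure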
Target sequence (P51787 whole entry, looked up): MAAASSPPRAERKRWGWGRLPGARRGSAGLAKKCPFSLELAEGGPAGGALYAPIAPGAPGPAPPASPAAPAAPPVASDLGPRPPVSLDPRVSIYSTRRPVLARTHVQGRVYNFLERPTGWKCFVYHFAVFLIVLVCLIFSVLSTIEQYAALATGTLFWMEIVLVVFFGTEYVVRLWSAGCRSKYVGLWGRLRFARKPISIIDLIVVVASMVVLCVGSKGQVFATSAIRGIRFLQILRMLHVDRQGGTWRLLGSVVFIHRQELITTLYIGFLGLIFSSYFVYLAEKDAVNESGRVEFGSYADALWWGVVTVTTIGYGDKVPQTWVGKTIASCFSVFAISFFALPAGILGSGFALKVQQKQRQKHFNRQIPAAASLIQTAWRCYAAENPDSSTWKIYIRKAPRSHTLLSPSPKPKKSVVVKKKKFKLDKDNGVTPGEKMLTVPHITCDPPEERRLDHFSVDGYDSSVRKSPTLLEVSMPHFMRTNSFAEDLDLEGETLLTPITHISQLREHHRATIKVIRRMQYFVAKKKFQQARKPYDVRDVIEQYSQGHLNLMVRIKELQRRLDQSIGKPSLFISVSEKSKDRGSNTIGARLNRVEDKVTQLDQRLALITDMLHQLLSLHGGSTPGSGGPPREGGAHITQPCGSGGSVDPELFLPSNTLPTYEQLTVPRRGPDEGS
PolyA inhibitor: inhibitors of polyadenylation in S. cerevisiae; S. cerevisiae SKY197-pL101 polyadenylation reporter, beta-gal luminescence; efflux-impaired pdr1/pdr3 knockout yeast; score 100 = 6 SD above DMSO; calls only at 12 µM; 0.02% of 300,000 active;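 active = lowest replicate activity score at least 50, where 100 means six control SD above control mean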;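 note: yeast exposed to compound for 9 h at 30 °C; higher score means more reporter readthrough which indicates perturbed polyadenylation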
RGS4 pot: RGS4 potentiation or activation | HEK293 M3R/inducible RGS4, carbachol calcium flux Fluo4; stronger effect = lower value | 0.92% of 310,000 active | AID 463111 | B-score at 10 µM;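 active = B-score of the integrated calcium signal more than 4 SD below the library mean, with starting fluorescence not abnormally high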;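 note: negative B-score means reduced calcium response which marks RGS4 activation or potentiation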
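test system = M3R-expressing HEK293 line, RGS4 induced by doxycycline | probe or stimulus = carbachol at ECmax as muscarinic agonist stimulus | timing = dye loading 30 min 37 °C, buffer rest 30 min RT | signal = calcium dye Fluo4 fluorescence | evaluation = B score from integrated fluorescence ratio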
KCNK3 block: human KCNK3 channel inhibition, primary screen | O14649 | CHO-KCNK3 thallium flux, FluxOR fluorescence; stronger effect = lower value | B-score at 10 µM | 0.84% of 340,000 active;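 active = B-score under library mean minus 4 SD, starting fluorescence ratio at most library mean plus 5 SD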;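 note: more negative B-score means stronger inhibition of thallium flux through KCNK3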
GSK3B inh: inhibitors of human GSK3beta kinase; P49841; GST-GSK3beta kinase, ADP-Glo luminescence, 60 min; stronger effect = lower value; activity score (negative = inhibition), % at 10 µM; 0.038% of 300,000 active;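 active = more than half of replicate wells score below -50%, meaning over 50% inhibition versus plate controls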;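 note: 0% = median DMSO wells and -100% = median GW8510 positive control wells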
Target sequence (P49841 whole entry, looked up): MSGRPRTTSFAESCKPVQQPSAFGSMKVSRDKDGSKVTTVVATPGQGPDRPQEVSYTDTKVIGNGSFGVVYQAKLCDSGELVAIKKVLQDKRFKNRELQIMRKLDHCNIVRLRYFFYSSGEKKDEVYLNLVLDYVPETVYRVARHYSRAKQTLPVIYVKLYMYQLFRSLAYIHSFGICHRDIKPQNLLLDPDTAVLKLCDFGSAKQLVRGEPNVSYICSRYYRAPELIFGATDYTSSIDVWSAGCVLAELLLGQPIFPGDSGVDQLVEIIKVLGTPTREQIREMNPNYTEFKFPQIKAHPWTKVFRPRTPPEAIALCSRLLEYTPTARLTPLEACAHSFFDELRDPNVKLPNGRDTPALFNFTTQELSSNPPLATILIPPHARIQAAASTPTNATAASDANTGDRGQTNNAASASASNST
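Test system – GST-tagged human GSK3beta kinase, cell-free · Incubation – 60 min enzyme reaction, room temperature · Signal – ADP-Glo luminescence · Also added – peptide substrate and ATP at 25 µM · Controls – DMSO neutral wells and GW8510 at 20 µM as positive · Buffer or medium – Tris/MgCl2 kinase buffer · Measure – Luminescence-derived activity versus plate DMSO and GW8510 wells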
RGS4 inh: inhibitors of human RGS4. P49798. HEK293 M3R/RGS4 inducible, Fluo-4 calcium flux; stronger effect = higher value; triggered by carbachol at its EC20. B-score at 10 µM. 0.45% of 310,000 active. AID 463165;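 active = B-score, a plate-corrected calcium signal, over three deviations above library mean, with baseline fluorescence within five deviations of library mean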;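 note: RGS4 expression induced by doxycycline in cells with stable M3 receptor; B-score is computed from the integrated fluorescence ratio over baseline after carbachol; higher B-score means a larger calcium signal and so more RGS4 inhibition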
KCNQ1 pot: potentiators or activators of human KCNQ1 potassium channel | B-score at 10 µM | P51787 | 0.35% of 310,000 active | CHO-K1 KCNQ1, thallium flux FluxOR fluorescence; stronger effect = higher value | AID 2648;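 active = fluorescence ratio B-score, a plate-corrected score, at least three library SD, with initial intensity B-score within 5 SD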
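Material: CHO-K1 cells stably expressing KCNQ1. Medium: assay buffer for compound exposure, DMSO matched across wells. Reagent: K+/Tl+ depolarizing stimulus. Compound dosing: single-concentration screen. Times: 37 °C overnight plating, 90-min dark dye load, 20-min compound pretreatment. Technique: FluxOR Tl+ flux fluorescence.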
GSK3 alpha inh: blocks human GSK-3 alpha kinase; ADP-Glo luminescence, 60 min; inhibition, % at 10 µM; P49840; 0.1% of 320,000 active;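 in the data active = inhibition above about 50%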;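 note: GST-tagged GSK-3 alpha with peptide substrate and 25 µM ATP; 0% = DMSO neutral wells and 100% = GW8510 positive control wells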
An asterisk follows results filed as active; i = inactive; . = no result given.

SMILES	hERG protect	DYRK1A inh	KCNK9 block	KCNQ1 block	PolyA inhibitor	RGS4 pot	KCNK3 block	GSK3B inh	RGS4 inh	KCNQ1 pot	GSK3 alpha inh
COc1ccc(NC(=O)C2CCCN(c3ncnc4onc(-c5ccc(F)cc5)c34)C2)cc1 (configuration not stated)	-6	1	i	i	i	i	i	3	i	i	1
CCCCCCC(=O)NNC(=O)c1c(O)c2ccccc2n(CC)c1=O	-7	4	i	i	i	i	i	-4	i	i	2
COc1ccc(CCNC(=O)C2CCCN2C(=O)Nc2ccc(F)cc2)cc1OC (configuration not stated)	-4	2	i	i	i	i	i	3	i	i	.
CCOC(=O)C1CCCN(C(=O)CCn2nnnc2CN2CCOCC2)C1 (configuration not stated)	-7	9	i	i	i	i	i	3	i	i	11
O=C(COC(=O)/C=C/c1ccc(Cl)cc1)Nc1ccc2c(c1)OCCO2	-2	4	i	i	i	i	i	3	i	i	-2
CC(C)(C)c1ccc(-c2c(C#N)c(N)nc3c2CCCC3)s1	-9	0	i	i	i	i	i	0	i	i	8
CCC(=O)c1ccc(OCCn2cnc3ccccc32)cc1	-8	.	i	i	i	i	i	2	i	i	-3
Cc1nnc(Sc2cc(NCCCO)c([N+](=O)[O-])c3nonc23)s1	-24	2	-7.2*	10*	i	i	i	-2	10*	i	.
O=C(O)Cc1ccc(NC(=O)CCN2C(=O)c3ccc([N+](=O)[O-])cc3C2=O)cc1	2	-4	i	i	i	i	i	1	i	i	.
Cc1c(Cl)c([N+](=O)[O-])nn1CCCC(=O)Nc1c(C)n(C)n(-c2ccccc2)c1=O	-7	8	i	i	i	-7.3*	i	-1	i	i	1
COc1ccc(N(C(=O)CSCC(=O)Nc2cc(C)on2)C(C(=O)NC2CCCCC2)c2ccc(O)c(O)c2)cc1 (configuration not stated)	-6	-1	i	i	i	i	i	3	i	i	3
COc1ccc(/C=C(/NC(=O)c2ccco2)C(=O)N2CCCCC2)cc1	-6	2	i	i	i	i	i	0	i	i	-3
O=C(NC1CCN(Cc2ccccc2)CC1)c1cncc(Br)c1	-9	.	i	i	i	i	i	6	i	i	1
Oc1ccc(/C=C/c2ccc3cccc(O)c3n2)cc1Br	-11	-1	i	i	i	i	-11*	2	i	i	-3
O=c1oc2cc(Oc3c([N+](=O)[O-])cc(C(F)(F)F)cc3[N+](=O)[O-])ccc2c2c1CCCC2	-21	11	i	11*	i	i	-9.7*	2	i	i	1
COc1ccc(-c2[nH]n(-c3ccc([N+](=O)[O-])cc3)c(=O)c2C=NCCN2CCNCC2)cc1	-16	.	i	i	i	i	.	-2	i	i	-2
CCc1nnc(N/N=C/c2ccc(-c3ccc([N+](=O)[O-])cc3)o2)n1N	-13	-4	i	i	i	i	i	-3	i	i	6
Cc1ccccc1NS(=O)(=O)c1ccc(NC(=O)CSCc2ccc(Br)cc2)cc1	-7	0	i	i	i	i	i	3	i	i	1
O=C(N/N=C/c1ccc(N2CCCCC2)o1)c1ccccc1[N+](=O)[O-]	-15	-2	i	i	i	i	i	-1	i	i	-2
O=C(CSCc1ccccc1)NCCc1ccc(F)cc1	-6	.	i	i	i	i	i	-1	i	i	1
CC(OC(=O)c1ccc(Br)c(S(=O)(=O)N2CCOCC2)c1)C(=O)NC1CCCCC1C (configuration not stated)	-15	-4	i	i	i	i	i	3	i	i	0
COc1ccc(Cl)cc1NC(=O)CN(C)CC(=O)Nc1ccc(C)cc1Br	-5	-6	i	i	.	i	i	2	i	i	-1
O=C(CC(C(=O)O)c1ccc(Cl)cc1)c1ccc(Br)cc1 (configuration not stated)	2	-1	i	i	i	i	i	9	i	i	-5
COc1ccccc1-c1nc(C#N)c(N2CCc3ccccc3C2)o1	-15	0	-21*	i	i	i	-13*	-8	i	i	0
COc1cc(CCC(=O)NCC2CCCO2)cc(OC)c1OC (configuration not stated)	-10	-12	i	i	i	i	i	-4	i	i	-4
O=C(NCc1ccc2c(c1)OCO2)c1ccc(S(=O)(=O)N2CCOCC2)cc1	-6	-2	i	i	i	i	i	5	i	i	13
COc1ccc(C)cc1S(=O)(=O)NC(C)C(=O)NC1CC1 (configuration not stated)	-8	.	i	i	i	i	i	3	i	i	12
O=C(NCCCN1CCOCC1)c1ccc(Br)s1	-11	-1	i	i	i	i	i	7	i	i	1
CCc1nnc(NC(=O)CCC(=O)N2CCN(C3c4ccccc4-c4ccccc43)CC2)s1	-5	1	i	i	i	i	i	1	i	i	-1
Cn1c(C2=C(O)CN(c3ccccc3)C2=N)nc2ccccc21	-16	3	i	i	i	i	i	1	i	i	-2
COCCN(C(=O)COC(=O)CCCOc1ccc(OC)cc1)c1c(N)n(Cc2ccccc2)c(=O)[nH]c1=O	-10	-2	i	i	i	i	i	1	i	i	0
CCOC(=O)C1CCN(CCC(=O)Nc2cccc(Cl)c2)CC1	-10	3	i	i	i	i	i	-4	i	i	5
COc1cccc(Cc2n[nH]c(=S)n2Cc2ccco2)c1	-8	.	i	i	i	-10*	i	1	i	i	0
N#CCSc1nc2sccc2c(=O)n1-c1ccccc1	-10	-1	i	i	i	i	i	1	i	i	2
Cc1cc(NC(=O)COC(=O)c2oc3c(Cl)cccc3c2C)no1	-6	-5	i	i	i	i	i	2	i	i	1
COc1ccc(NS(=O)(=O)c2ccc3oc(SC(C)C(N)=O)nc3c2)cc1 (configuration not stated)	-13	-5	i	i	i	i	i	-1	i	i	-1
NC(=O)C1CCN(C(=O)COc2ccc3c4c(c(=O)oc3c2)CCC4)CC1	-3	-1	i	i	.	i	i	-1	i	i	-4
COc1cc(/C=C/C(=O)OCC(=O)N2CCC(C)CC2)ccc1O	-8	5	i	i	i	i	i	-1	i	i	-2
COc1ccc(/C(C)=N/NC(=O)c2ccc(CSc3cccc4cccnc34)cc2)cc1OC	-13	-4	i	i	i	i	i	0	i	i	0
Cc1cc(N)ccc1NC(=O)CN1CCOCC1	-6	-1	i	i	i	i	i	-4	i	i	-2
CCn1cc(Cl)c(C(=O)Nc2ccc3c(c2)OCCO3)n1	-14	-1	i	i	i	i	i	-4	i	i	0
O=C(NCc1ccc(Cl)cc1)c1ccccc1Oc1ccccc1	-2	-5	i	i	i	i	i	3	i	i	-2
C=CCNc1nc(C2(C)CC3(CC(C)(C)OC3=O)C(=O)O2)cs1 (configuration not stated)	-1	8	i	i	i	i	i	0	i	i	-3
CC(=O)c1ccc[n+](CC(=O)NC(C)c2ccccc2)c1 (configuration not stated)	-5	-1	i	i	i	i	i	3	i	i	-2
COC(=O)C1=C(NC(=O)c2ccc(Br)cc2)CCS1	-4	-1	i	i	i	i	i	2	i	i	-1
Cc1ccc(NC(=O)C2CCCN2C(=O)OCc2ccccc2)c(O)c1 (configuration not stated)	-10	-4	i	i	i	i	i	-1	i	i	-2
O=C(NNc1ncc(C(F)(F)F)cc1Cl)c1c(Cl)cccc1Cl	-9	-1	i	i	i	i	i	-3	i	i	-1
Cc1ccc(S(=O)(=O)c2nc(S(C)(=O)=O)sc2NCC2CCCO2)cc1 (configuration not stated)	-1	7	i	i	i	i	i	0	i	i	-2
Cc1ccc(C)c(NC(=O)CCC(=O)NN=C2CCCC2)c1	-8	0	i	i	.	i	i	-8	i	i	.
CCc1cccc(C)c1NC(=O)Nc1ccc2c(c1)OCO2	-6	-2	i	i	i	i	i	0	i	i	-4

(cont.)
SMILES	hERG protect	DYRK1A inh	KCNK9 block	KCNQ1 block	PolyA inhibitor	RGS4 pot	KCNK3 block	GSK3B inh	RGS4 inh	KCNQ1 pot	GSK3 alpha inh
Cc1cc(NC(=O)CN2C(=O)C3CC=CCC3C2=O)no1 (configuration not stated)	-6	-5	i	i	i	i	i	1	i	i	-1
COC(=O)c1cc2c(ccn2C)n1C	-6	-6	i	i	i	i	i	-1	i	i	-1
COCc1cc(C)nc2sc(C(=O)NCCO)c(-n3cccc3)c12	-2	5	i	i	i	i	i	-2	i	i	0
CCCCCSc1nnc(N)s1	-4	.	i	i	i	i	i	0	i	i	-1
O=C(CSc1nc(C2CC2)nc2ccccc12)Nc1ccccc1Cl	-5	2	i	i	i	i	i	3	i	i	-2
CCOc1ncccc1C(=O)OCC(=O)Nc1ccc(-c2nc3ccc(C)cc3s2)cc1	-5	-1	i	i	i	i	i	2	i	i	-3
CN(CCCNC(=O)c1ccc(/C=N/O)nc1)CCCN(C)Cc1ccccc1	-7	0	i	i	i	i	i	4	i	i	9
CCOc1ccc(S(=O)(=O)N2CCC(C(=O)NCC3CCCO3)CC2)cc1Cl (configuration not stated)	-7	6	i	i	i	i	i	-1	i	i	1
O=C(NCc1cccc(Cl)c1)c1ccco1	0	-2	i	i	i	i	i	-2	i	i	0
Cc1ccc(C(=O)NCCNC(=O)CN2CCOCC2)cc1	-5	0	i	i	i	i	i	-1	i	i	8
Cc1ccc(-n2nc3ccc(NC(=O)/C=C/c4ccco4)cc3n2)cc1C	-4	5	i	i	i	i	i	-1	i	i	.
Cc1c(Cl)cccc1NC(=S)N=Nc1c(O)n(CN2CCOCC2)c2ccccc12	1	10	i	i	.	i	i	1	i	i	-2
CC(C)COC(=O)C(N)C(C(=O)OCC(C)C)c1ccccc1 (configuration not stated)	-6	-7	i	i	i	i	i	1	i	i	-2
CC(=O)C(C)n1c(CN2CCN(C(=O)c3ccco3)CC2)nc2c1c(=O)n(C)c(=O)n2C (configuration not stated)	0	-1	i	i	i	i	i	2	i	i	-2
O=[N+]([O-])c1cc([N+](=O)[O-])c(Oc2c(F)cc(F)cc2F)cc1NN1CCCCC1	-6	15	i	i	i	i	i	3	i	i	2
O=C(COC(=O)C1CC2C=CC1C2)Nc1cccc(S(=O)(=O)N2CCOCC2)c1 (configuration not stated)	-13	2	i	i	i	i	i	3	i	i	0
O=C(COc1ccc(C(=S)N2CCCC2)cc1)Nc1ccccc1C(F)(F)F	-13	5	i	i	i	i	i	1	i	i	0
Cn1ncc2c(Nc3ccc(O)cc3)nc(Cl)nc21	0	-1	i	i	i	i	i	-4	i	i	5

Not all compounds are listed, so the mix of outcomes need not match the whole.
